High-throughput results: PubChem, National Center for Advancing Translational Sciences (NCATS)
Texas Red fluor: compounds fluorescent in Texas Red spectral region; Compound fluorescence, Texas Red channel, 547/618 nm; hits give high values; max dye-equivalent concentration, M; 0.06% of 59,000 active; in the data active means max dye-equivalent concentration above about 10 nM; inconclusive means between about 1.1 nM and that limit
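Pin-transferred compounds and Texas Red standards go into 100 mM Tris buffer, pH 8.0. After 15 min at room temperature, plates are imaged with 547/618 nm filters. Each value is a dye-equivalent concentration derived from the per-plate dye curve.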
Fluorescein autfl: compound fluoresces in the fluorescein spectral region; 0.91% of 59,000 active; AID 593; Compound autofluorescence, 480/540 nm, fluorescein-equivalent; hits give high values; max fluorescein-equivalent concentration, M; in the data active means max fluorescein-equivalent concentration above about 10 nM; inconclusive means between about 1.1 nM and that limit
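In this qHTS profile, compound fluorescence was measured with a 480 nm/540 nm filter pair following a 15-min room-temperature incubation in 100 mM Tris (pH 8.0). A six-point fluorescein series on each plate served for normalization.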
HEK293 cAMP cs: parental HEK293 cAMP activation (counter-screen); parental HEK293 CNG cAMP sensor, membrane potential fluorescence; Potency, µM (highest dose often 57.1 µM), for the others: at the top dose activation, usual class: activators; 2.5% of 73,000 active; AID 938; further: potency means the concentration at half of the fitted maximal effect; % of control where 0% means no effect; nearly all actives have a fitted effect of over 55% in size
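Parental HEK 293 cells stably expressing a cAMP-gated CNG channel were loaded with membrane potential dye containing 100 uM RO 20-1724 for 60 min. Compound added for 30 min; depolarization read as fluorescence intensity at 590 nm.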
Casp1 inh: blocks human caspase-1 allosterically or competitively; Potency, µM (titrated, usually from 57.5 µM), for inactives: at the highest dose activity change, negative = inhibition, usual class: inhibitors; 0.03% of 75,000 active; P29466; Caspase-1 enzyme, Ac-WEHD-AFC fluorogenic rate;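 further: potency means the concentration at half of the fitted maximal effect; plate controls were vehicle for no effect and no substrate for full effect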
Target sequence (P29466 120-297 limits assumed): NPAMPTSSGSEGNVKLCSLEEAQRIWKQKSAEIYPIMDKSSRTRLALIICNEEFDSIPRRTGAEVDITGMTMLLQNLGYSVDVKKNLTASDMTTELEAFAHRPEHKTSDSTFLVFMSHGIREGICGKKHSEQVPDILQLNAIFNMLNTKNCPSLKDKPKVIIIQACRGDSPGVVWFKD
Target sequence (P29466 317-404 limits assumed): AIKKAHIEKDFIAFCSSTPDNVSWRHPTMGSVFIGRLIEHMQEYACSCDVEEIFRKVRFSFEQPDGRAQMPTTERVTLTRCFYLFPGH
Rhodamine fluor: rhodamine region autofluorescence; Rhodamine-region fluorescence, 547/598 nm, Tris buffer; hits give high values; max dye-equivalent concentration, M; 0.05% of 59,000 active; in the data active means max dye-equivalent concentration above about 11 nM; inconclusive means between about 1.1 nM and that limit
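Compound fluorescence in 100 mM Tris, pH 8.0, read after 15 min at room temperature with 547 nm excitation and 598 nm emission. Output is dye-equivalent concentration from an on-plate rhodamine standard series.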
4-MU autofl: compounds fluorescent in 4-MU spectral region; compound autofluorescence, 340/450 nm, 4-MU equivalents; hits give high values; max dye-equivalent concentration, M; 11% of 59,000 active; in the data active means max dye-equivalent concentration above about 10 nM; inconclusive means mostly about 1.1 nM to 9.6 nM
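Compounds in 100 mM Tris, pH 8.0, incubated 15 min at room temperature, then fluorescence read at 340 nm excitation/450 nm emission. Signal converted to 4-MU dye-equivalent concentration using an on-plate six-point 4-MU standard curve.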
Caspase-7 inhib: allosteric or competitive inhibitors of human caspase-7; P55210; recombinant caspase-7, Ac-DEVD-AFC fluorescence rate; Potency, µM (highest dose often 57.5 µM), without a hit: at the highest dose activity change, negative = inhibition, most hits filed as inhibitors; 0.02% of 75,000 active; AID 889; active means well fitted inhibition curve with a large enough effect in the main read-out, with a control signal flat, not every such curve was filed as active; inconclusive means small, poorly fitted or top-dose-only effect, or a change in a side signal; further: potency means the concentration at half of the fitted maximal effect; % of control where 0% means no effect
Tau filament bind: tau filament binding; recombinant tau filaments, thioflavin S fluorescence, 15 h; filaments grown with octadecylsulfate alongside compound; Potency, µM (series often up to 57.1 µM), without a hit: at the highest dose activity change, negative = inhibition; 2% of 71,000 active; AID 596;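 further: potency means the concentration at half of the fitted maximal effect; on the % scale 0 is the no-effect control and ±100 the full control effect; actives lower thioflavin S fluorescence by blocking filaments or displacing dye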
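His-tagged recombinant human tau (exons 2, 3 and 10 included), 1 uM, was induced to fibrillize by 30 uM sodium octadecylsulfate with compound present. After 15 h at 37 C, thioflavine S fluorescence (ex 450, em 510 nm) was read.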
ERK AVP inh: blocks ERK signaling stimulated by vasopressin; HEK293-V1b, vasopressin-stimulated pERK AlphaScreen; Potency, µM (top dose mostly 57.5 µM), for inactives: at the highest dose activity, negative = inhibition, most hits filed as inhibitors; 0.99% of 72,000 active; AID 995; further: potency means the concentration at half of the fitted maximal effect; on the % scale 0 is the no-effect control and ±100 the full control effect; nearly all actives have a fitted effect of over 55% in size
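HEK293 cells stably expressing V1b receptor, seeded overnight in 1% FBS, were treated with compounds for 30 min at 37C, then stimulated 5 min with 25 nM vasopressin; phospho-ERK read by AlphaScreen SureFire after lysis.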
A350 autofl: compounds fluorescent in Alexa 350 spectral region; max dye-equivalent concentration, M; Compound autofluorescence, 340/450 nm, Alexa 350 dye-equivalents; hits give high values; 11% of 59,000 active; AID 590; in the data active means max dye-equivalent concentration above about 10 nM; inconclusive means mostly about 1.1 nM to 9.6 nM
Luciferase inh: blocks Photinus pyralis firefly luciferase activity. AID 411. purified firefly luciferase, luminescence, 8 min. P08659. 2.2% of 72,000 active. Potency, µM (titrated, usually from 57.1 µM), without a hit: at the highest dose activity change, negative = inhibition, usual class: inhibitors; further: potency means the concentration at half of the fitted maximal effect; on the % scale 0 is the no-effect control and ±100 the full control effect; nearly all actives have a fitted effect of over 40% in size
Target sequence (P08659 whole entry, looked up): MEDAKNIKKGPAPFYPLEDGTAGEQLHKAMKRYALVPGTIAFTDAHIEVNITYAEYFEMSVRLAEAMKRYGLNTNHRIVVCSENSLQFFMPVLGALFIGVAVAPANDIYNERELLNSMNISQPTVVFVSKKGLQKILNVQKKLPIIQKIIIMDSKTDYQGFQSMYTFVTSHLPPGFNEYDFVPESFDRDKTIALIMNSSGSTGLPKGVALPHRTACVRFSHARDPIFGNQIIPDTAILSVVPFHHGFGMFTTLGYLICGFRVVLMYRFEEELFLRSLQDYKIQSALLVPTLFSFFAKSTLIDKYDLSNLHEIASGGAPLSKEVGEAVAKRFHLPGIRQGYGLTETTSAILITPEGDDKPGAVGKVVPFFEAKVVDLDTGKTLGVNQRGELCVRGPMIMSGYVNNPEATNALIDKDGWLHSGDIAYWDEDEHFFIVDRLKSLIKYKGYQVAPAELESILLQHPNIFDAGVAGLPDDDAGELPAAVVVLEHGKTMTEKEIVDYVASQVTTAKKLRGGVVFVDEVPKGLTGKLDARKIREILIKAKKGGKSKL
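Titration-based qHTS; buffer 50 mM imidazole pH 7.2, 50 mM KCl, 7 mM MgCl2, 10 uM ATP, 0.01% Tween 20, 0.05% BSA; luciferase/luciferin detector mix added after compound; 8 min, ambient; luminescence.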
* marks the source's active call; other numbers are inactive results; [ ] = remark or other dose. Unless noted, the call rests on the fitted dose curve; in most records, active means well fitted curve in the direction sought with a large enough effect; inconclusive means small, poorly fitted or top-dose-only effect, or another doubt; inactive means no such curve, though single readings can be large; an effect the other way counts as inactive or inconclusive. Only part of the results is shown; count on the stated rates, not on these rows.

`CCCCn1c(NC(C)CC)nc2c1c(=O)[nH]c(=O)n2C` (stereo not given) gave Texas Red fluor inactive, Fluorescein autfl inconclusive, HEK293 cAMP cs 10%, Casp1 inh -1%, Rhodamine fluor inactive, 4-MU autofl inactive, Caspase-7 inhib 0%, Tau filament bind -16%, ERK AVP inh -24%, A350 autofl inactive and Luciferase inh 1%.
For COc1ccc(C(=O)N2CCN=C2SCc2cccnc2)c(OC)c1 the results were HEK293 cAMP cs 2%, Casp1 inh -4%, Caspase-7 inhib 0%, Tau filament bind -12%, ERK AVP inh -10% and Luciferase inh 1%.
`CCOc1ccc(C(=O)Nc2ccc3c(c2)OCCO3)cc1OC` gave Texas Red fluor inconclusive, Fluorescein autfl inconclusive, HEK293 cAMP cs 2%, Casp1 inh inconclusive, Rhodamine fluor inactive, 4-MU autofl inconclusive, Caspase-7 inhib -13%, Tau filament bind 3%, ERK AVP inh -10%, A350 autofl inconclusive and Luciferase inh 2%.
`Nc1nc(N2CCOCC2)nc2ccccc12` gave Texas Red fluor inconclusive, Fluorescein autfl inactive, HEK293 cAMP cs -15%, Casp1 inh -1%, Rhodamine fluor inactive, 4-MU autofl 9.6e-07M*, Caspase-7 inhib 1%, Tau filament bind 2%, ERK AVP inh 3%, A350 autofl 6.9e-07M* and Luciferase inh -1%.
CC(C)(C)OC(=O)N1CCOCCOCCN(C(=O)OC(C)(C)C)CCOCCOCC1 was read as Texas Red fluor inactive, Fluorescein autfl inactive, HEK293 cAMP cs 7%, Casp1 inh 0%, Rhodamine fluor inactive, 4-MU autofl inactive, Caspase-7 inhib -1%, Tau filament bind 2%, ERK AVP inh 0%, A350 autofl inactive and Luciferase inh 3%.
Cc1nc(SCCCSc2n[nH]c(C)n2)n[nH]1 was read as Texas Red fluor inactive, Fluorescein autfl inconclusive, HEK293 cAMP cs 6%, Casp1 inh 2%, Rhodamine fluor inactive, 4-MU autofl inactive, Caspase-7 inhib -2%, Tau filament bind 17%, ERK AVP inh 0%, A350 autofl inactive and Luciferase inh 2%.
Screening O=C(Nc1ccccc1)N1CC2(CCN(C(=O)c3cccc(F)c3)CC2)C1 returned Texas Red fluor inactive, Fluorescein autfl inactive, HEK293 cAMP cs inconclusive, Casp1 inh 0%, Rhodamine fluor inactive, 4-MU autofl inconclusive, Caspase-7 inhib 0%, Tau filament bind -2%, ERK AVP inh 38%[activator], A350 autofl inconclusive and Luciferase inh -2%[11.4 µM].
For Cc1nn(-c2ccccc2)c2c1C1(C(=O)N(C)c3ccccc31)N(c1ccccc1)C(=O)N2 (stereo not given) the results were Texas Red fluor inactive, Fluorescein autfl inconclusive, HEK293 cAMP cs inconclusive, Casp1 inh 2%, Rhodamine fluor inactive, 4-MU autofl inactive, Caspase-7 inhib -1%, Tau filament bind -8%, ERK AVP inh 17%, A350 autofl inactive and Luciferase inh 1%.
Cc1csc(NC(=O)CN(C)S(=O)(=O)c2cccc3cccnc23)n1 was read as HEK293 cAMP cs 0%, Casp1 inh 5%, Caspase-7 inhib -1%, Tau filament bind -8%, ERK AVP inh 4% and Luciferase inh -1%.
`OC(COc1ccccc1)Cn1cc(Br)cn1` (stereo not given) gave Texas Red fluor inactive, Fluorescein autfl inactive, HEK293 cAMP cs 1%, Casp1 inh -2%, Rhodamine fluor inactive, 4-MU autofl inconclusive, Caspase-7 inhib -1%, Tau filament bind -2%, ERK AVP inh 4%, A350 autofl inconclusive and Luciferase inh -2%.
Screening CC(=O)N1CCc2cc(S(=O)(=O)NC(CC(C)C)C(=O)Nc3cc(C(=O)O)ccc3C)ccc21 (stereo not given) returned Texas Red fluor inactive, Fluorescein autfl inactive, HEK293 cAMP cs 1%, Casp1 inh -1%, Rhodamine fluor inactive, 4-MU autofl inactive, Caspase-7 inhib 0%, Tau filament bind -6%, ERK AVP inh inconclusive, A350 autofl inactive and Luciferase inh 2%.
`Cc1cccc(CSc2ncnc3nc[nH]c23)c1` gave HEK293 cAMP cs 5%, Casp1 inh -2%, Caspase-7 inhib 4%, Tau filament bind -14% and Luciferase inh 3%.
CCN(CC)CCCNC(=O)C1c2ccccc2C(=O)N(C)C1c1ccc(OC)cc1 (stereo not given) was read as Texas Red fluor inactive, Fluorescein autfl inactive, HEK293 cAMP cs 3%, Casp1 inh -1%, Rhodamine fluor inactive, 4-MU autofl inactive, Caspase-7 inhib 1%, Tau filament bind -9%, ERK AVP inh 2%, A350 autofl inactive and Luciferase inh 1%.
Screening S=C1NCN2CCN(CC2)CNC(=S)C(=S)NCN2CCN(CC2)CNC1=S returned Texas Red fluor inactive, Fluorescein autfl inactive, HEK293 cAMP cs -8%[11.4 µM], Casp1 inh 2%[11.5 µM], Rhodamine fluor inactive, 4-MU autofl inactive, Caspase-7 inhib 1%[11.5 µM], Tau filament bind 2%[11.4 µM], ERK AVP inh 5%[11.5 µM], A350 autofl inactive and Luciferase inh 5%[11.4 µM].
`Cc1cc(C)nc(NS(=O)(=O)c2ccc(NC(=O)c3cccs3)cc2)n1` gave HEK293 cAMP cs -4%, Casp1 inh -2%, Caspase-7 inhib 0%, Tau filament bind 2%, ERK AVP inh -14% and Luciferase inh -9%.

Among those listed so far, 2 contain a halogen.
Screening O=C(Nc1ccccc1)N1CC2(CCN(C(=O)c3cccc(F)c3)CC2)C1 returned Texas Red fluor inactive, Fluorescein autfl inactive, HEK293 cAMP cs inconclusive, Casp1 inh 0%, Rhodamine fluor inactive, 4-MU autofl inconclusive, Caspase-7 inhib 0%, Tau filament bind -2%, ERK AVP inh 38%[activator], A350 autofl inconclusive and Luciferase inh -2%[11.4 µM].
`OC(COc1ccccc1)Cn1cc(Br)cn1` (stereo not given) gave Texas Red fluor inactive, Fluorescein autfl inactive, HEK293 cAMP cs 1%, Casp1 inh -2%, Rhodamine fluor inactive, 4-MU autofl inconclusive, Caspase-7 inhib -1%, Tau filament bind -2%, ERK AVP inh 4%, A350 autofl inconclusive and Luciferase inh -2%.

(next part)
For C[C@]1(c2ccccc2)OC(C(=O)O)=CC1=O the results were HEK293 cAMP cs -1%, Casp1 inh 0%, Caspase-7 inhib 1%, Tau filament bind inconclusive, ERK AVP inh -4% and Luciferase inh 1%.
`O=C(Nc1cccc(F)c1)N1CC[C@@]2(CCCN(C(=O)c3cc(C(F)(F)F)cc(C(F)(F)F)c3)C2)C1` gave Texas Red fluor inactive, Fluorescein autfl inactive, HEK293 cAMP cs 25%, Casp1 inh -8%, Rhodamine fluor inactive, 4-MU autofl inactive, Caspase-7 inhib -14%, Tau filament bind -3%, ERK AVP inh -7%, A350 autofl inactive and Luciferase inh 0%[11.4 µM].
For CCCOc1ccc(N2C(=O)CC(NCCCN3CCC(C(N)=O)CC3)C2=O)cc1 (stereo not given) the results were Texas Red fluor inactive, Fluorescein autfl inactive, HEK293 cAMP cs -1%, Casp1 inh 0%, Rhodamine fluor inactive, 4-MU autofl inactive, Caspase-7 inhib 0%, Tau filament bind 1%, ERK AVP inh 0%, A350 autofl inactive and Luciferase inh 0%.
Screening CC1(C(=O)O)CCC(C(=O)NC2CCCCCC2)C1(C)C (stereo not given) returned Texas Red fluor inactive, Fluorescein autfl inactive, Rhodamine fluor inactive, 4-MU autofl inactive, A350 autofl inactive and Luciferase inh 2%[25.5 µM].
C=CCn1c(SCC(=O)Nc2ccccc2)nnc1-c1cccc(S(=O)(=O)N2CCOCC2)c1 was read as Texas Red fluor inactive, Fluorescein autfl inconclusive, HEK293 cAMP cs 6%, Casp1 inh 0%, Rhodamine fluor inactive, 4-MU autofl inactive, Caspase-7 inhib 0%, Tau filament bind -3%, ERK AVP inh 8%, A350 autofl inactive and Luciferase inh 0%.
Screening COc1ccc(Br)cc1S(=O)(=O)n1ccnc1C returned Texas Red fluor inconclusive, Fluorescein autfl inactive, HEK293 cAMP cs 3%, Casp1 inh 2%, Rhodamine fluor inactive, 4-MU autofl inactive, Caspase-7 inhib -1%, Tau filament bind -2%, ERK AVP inh -9%, A350 autofl inactive and Luciferase inh 0%.
For Cc1n[nH]c(C)c1S(=O)(=O)N1CCCC(C(=O)NC2CCCc3ccccc32)C1 (stereo not given) the results were HEK293 cAMP cs 20%[11.4 µM], Casp1 inh 1%, Caspase-7 inhib 1%, Tau filament bind -11%, ERK AVP inh -6% and Luciferase inh 0%.
For O=C(Nc1cnn(Cc2ccc(F)cc2)c1)c1cc(-c2cccs2)on1 the results were Texas Red fluor inactive, Fluorescein autfl inactive, HEK293 cAMP cs 0%, Casp1 inh -1%, Rhodamine fluor inactive, 4-MU autofl inactive, Caspase-7 inhib -2%, Tau filament bind 44%, ERK AVP inh 10%, A350 autofl inactive and Luciferase inh -1%.
For O=C(c1ccc(S(=O)(=O)N2CCOCC2)cc1)N(c1ccccc1)C1C=CS(=O)(=O)C1 (stereo not given) the results were Texas Red fluor inactive, Fluorescein autfl inactive, HEK293 cAMP cs 8%, Casp1 inh 1%, Rhodamine fluor inactive, 4-MU autofl inactive, Caspase-7 inhib 1%, Tau filament bind -20%, ERK AVP inh -1%, A350 autofl inactive and Luciferase inh 0%.
